# From PubChem BioAssay
# PAD4 inh – inhibitors of human PAD4; Q9UM07; recombinant PAD4, RCA probe fluorescence polarization; inhibition, % at 6.36 µM; actives 0.41% (n = 330,000);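 active means percent inhibition above a cutoff equal to the mean of all tested compounds plus 3 SD, cut at about 15% in these data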;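 further: 0% = PAD4 with RCA probe and DMSO and 100% = probe without PAD4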
# pPAFAH FP inh – pPAFAH (human) enzyme inhibition. inhibition, % at 3.39 µM. recombinant pPAFAH, FP-rhodamine probe fluorescence polarization. actives 1.5% (n = 330,000);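 active means inhibition above the mean inhibition across the screen plus 3 SD, cut at about 25% in these data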;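 further: inhibitors block binding of the rhodamine activity-based probe so polarization drops; 0% = enzyme with DMSO and 100% = wells lacking pPAFAH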
# PAFAH2 FP inh – PAFAH2 (human) inhibition; Q99487; recombinant PAFAH2, FP-rhodamine activity probe, fluorescence polarization; inhibition, % at 3.39 µM; actives 0.99% (n = 340,000);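 active means inhibition above the mean over all tested compounds plus 3 SD, cut at about 30% in these data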;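 further: inhibitors block probe labeling of enzyme so polarization drops; 0% = enzyme with DMSO and 100% = wells lacking PAFAH2 protein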
# LYPLA2 counter – counter-screen for PME1 inhibitors: inhibitors of human LYPLA2. recombinant LYPLA2, FP-Rh probe fluorescence polarization. inhibition, % at 5.9 µM. actives 0.38% (n = 320,000). AID 2177;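 active means inhibition above the screen-wide mean plus 3 SD, limit set per campaign, cut at about 26% in these data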;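 further: 0% = LYPLA2 with DMSO and 100% = wells lacking LYPLA2 enzyme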
# Target sequence (O95372 whole entry, looked up): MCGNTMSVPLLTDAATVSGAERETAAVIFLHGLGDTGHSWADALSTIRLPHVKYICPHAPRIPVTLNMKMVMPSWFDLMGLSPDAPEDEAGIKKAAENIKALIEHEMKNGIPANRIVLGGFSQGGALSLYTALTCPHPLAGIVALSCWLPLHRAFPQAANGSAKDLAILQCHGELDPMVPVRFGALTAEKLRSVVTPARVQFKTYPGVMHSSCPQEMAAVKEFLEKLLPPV
# PAFAH1B2 inh – blocks human PAF acetylhydrolase 1b catalytic subunit 2 | P68402 | recombinant PAFAH1B2, FP-rhodamine activity probe, fluorescence polarization | inhibition, % at 3.39 µM | actives 1.2% (n = 340,000) | AID 492953;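 active means inhibition above the mean of all tested compounds plus 3 SD, cut at about 24% in these data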;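 further: 0% = enzyme with DMSO and 100% = wells lacking PAFAH1B2; many of its hits are not listed in these tables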
# GSTO1 counter – GSTO1 inhibition, counter-screen for RBBP9 inhibitors; actives 1.1% (n = 300,000); recombinant GSTO1, activity-based probe fluorescence polarization; AID 1974; P78417; inhibition, % at 5.96 µM;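 active means inhibition above the campaign mean inhibition plus 3 SD, cut at about 35% in these data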;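 further: 0% = GSTO1-1 with DMSO and 100% = wells lacking GSTO1-1 enzyme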
# LYPLA1 counter – counter-screen for PME1 inhibitors: inhibitors of human LYPLA1. recombinant LYPLA1, FP-Rh probe fluorescence polarization. inhibition, % at 5.9 µM. actives 0.16% (n = 320,000). AID 2174;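 active means inhibition above the mean of all tested compounds plus 3 SD, set per campaign, cut at about 14% in these data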;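 further: inhibitors block serine hydrolase probe labeling of LYPLA1 so polarization falls; 0% = enzyme with DMSO and 100% = wells lacking LYPLA1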
# PAFAH1B3 FP inh – inhibitors of human PAFAH1B3 | Q15102 | recombinant PAFAH1B3, FP-rhodamine probe, fluorescence polarization | inhibition, % at 3.39 µM | actives 0.28% (n = 340,000);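 active means inhibition above the screen-wide average of all tested compounds plus 3 SD, cut at about 25% in these data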;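 further: 0% = enzyme with DMSO only and 100% = wells lacking PAFAH1B3 protein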
# Target sequence (Q15102 whole entry, looked up): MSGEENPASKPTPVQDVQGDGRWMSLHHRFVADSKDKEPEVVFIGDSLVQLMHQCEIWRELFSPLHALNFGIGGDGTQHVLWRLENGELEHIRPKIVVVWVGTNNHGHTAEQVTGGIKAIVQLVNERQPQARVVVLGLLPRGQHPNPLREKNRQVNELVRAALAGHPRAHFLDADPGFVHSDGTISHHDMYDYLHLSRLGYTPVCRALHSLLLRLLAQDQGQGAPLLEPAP
# PME-1 primary – PME-1 (human) inhibition; inhibition, % at 5.9 µM; recombinant PME-1, FP-Rh probe fluorescence polarization; AID 2130; actives 0.53% (n = 320,000); Q9Y570;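 active means inhibition above the campaign mean of all compounds plus 3 SD, cut at about 26% in these data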;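 further: competitive labeling of PME-1 active site by serine hydrolase directed probe; 0% = PME-1 with DMSO and 100% = wells lacking PME-1 enzyme; inhibitors block probe labeling so polarization falls and inhibition rises; many of its hits are not listed in these tables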
# Target sequence (Q9Y570 whole entry, looked up): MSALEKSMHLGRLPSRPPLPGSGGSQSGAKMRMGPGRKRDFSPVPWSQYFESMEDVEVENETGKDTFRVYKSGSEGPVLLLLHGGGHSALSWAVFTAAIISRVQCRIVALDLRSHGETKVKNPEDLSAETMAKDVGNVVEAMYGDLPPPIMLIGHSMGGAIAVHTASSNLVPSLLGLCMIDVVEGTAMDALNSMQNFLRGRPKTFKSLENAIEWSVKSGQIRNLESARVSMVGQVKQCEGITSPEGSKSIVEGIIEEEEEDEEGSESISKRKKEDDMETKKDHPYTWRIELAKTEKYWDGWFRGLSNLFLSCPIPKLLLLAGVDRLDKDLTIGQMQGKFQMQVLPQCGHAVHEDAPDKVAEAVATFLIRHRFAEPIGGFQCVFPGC
# * hit, by the source's call; x = no result given; & = joins results of further samples.
SMILES,PAD4 inh,pPAFAH FP inh,PAFAH2 FP inh,LYPLA2 counter,PAFAH1B2 inh,GSTO1 counter,LYPLA1 counter,PAFAH1B3 FP inh,PME-1 primary
CN[C@H](C)[C@H](O)c1ccccc1,-1,-2,5,-6,3,-1,-2,5,2
COc1ccc(NC(=O)CN2C3CCC2CC(O)(c2cccnc2)C3)cc1OC (centres undefined),2,-6,0,3,9,-13,-2,8,-10
COc1ccc(CN2C(=O)NC(=O)/C(=C\c3cccc(OC)c3OC)C2=O)cc1,-3,0,x,1,x,19,0,x,-2
Nc1ccc(CCN2CCN(c3cccc(C(F)(F)F)c3)CC2)cc1,-3,-1,-4,8,0,-3,0,4,1
NS(=O)(=O)c1ccc(N=Nc2c(O)[nH]c(=S)[nH]c2=O)cc1,5,7,-2,3,3,4,-1,8,-1
CNCCc1ccc(O)c(O)c1,-5,10,-5,2,6,73*,-2,-4,0
Cc1ncc2n1-c1ccc(Cl)cc1C(c1ccccc1F)=NC2,-4,4,2,x,-3,x,x,4,x
CCC(=NCCCn1ccnc1)c1c(O)n(Cc2ccccc2)c(=O)[nH]c1=O,2,0,2,6,3,6,0,4,-4
CC(C)(C)c1ccccc1O,-4,0,3,0,3,x,-1,3,-3
CN1CSC(=S)N(C)C1,0,2,5,0,7,0,3,4,-4
CCN1CCN(Cc2ccc(C)cc2C)CC1,-1,2,1,3,4,9,3,3,-6
O=C(Cc1ccccc1)N1CCN(C2CCCCCC2)CC1,3,1,4,-7,5,4,-5,7,-3
C[C@]12CCC3C(CC[C@H]4C[C@H](O)CC[C@]34C)C1C[C@@H](O)[C@@H]2O (some centres undefined),2,1,-1,x,-1,x,x,3,x
CCC(C)N1CCN(C(=O)COc2ccc3ccccc3c2)CC1 (centres undefined),-5,7,6,0,-5,-3,-3,3,4
Cc1ccc(C)c(NP(=O)(Oc2ccccc2)Oc2ccccc2)c1,-4,-5,0,-8,-5,1,-4,6,0
Cc1cc(/C=C2\C(=O)NC(=O)N(c3ccccc3F)C2=O)c(C)n1-c1cc(C(=O)O)cc(C(=O)O)c1,-2,9,6,1,6,13,-3,8,1
CCN(CC)c1ccc(N=Cc2c(O)n(-c3ccccc3)c(=O)[nH]c2=O)cc1,18*,49*,4,1,3,42*,1,2,0
CN1CCN(CCOC2c3ccccc3CSc3ccc(Cl)cc32)CC1 (centres undefined),-1,8,1,-4,-1,4,-1,0,0
CCOP(=O)(C#CC(C)(C)C)C1(O)CCCCC1 (centres undefined),9,1,4,8,6,3,-2,6,-1
CN(C)C(=O)OCc1n(C)cc[n+]1C,2,-1,9,-8,-6,2,-3,-1,0
COc1ccccc1N1CCN(Cc2ccc(SC)cc2)CC1,4,6,3,4,12,3,1,4,-8
COc1ccc(N=C(C)c2c(O)n(C)c(=O)n(C)c2=O)c(OC)c1,5,-6,1,6,2,13,4,11,1
CC12CN3C(O)C(C)(C1)CC(C)(C2)C3O (centres undefined),3,-3,6,2,3,3,2,6,1
O=c1c(/C=N/N2CCOCC2)c(O)n(-c2ccccc2)c(=S)n1-c1ccccc1,-10,6,-7,-3,4,1,-1,5,-2
CCOc1cc(/C=C2/C(=O)NC(=O)N(c3ccc(CC)cc3)C2=O)ccc1OC(=O)c1cccs1,-6,10,7,0,5,6,1,4,2
CCOC(=O)C1=C(N)OC2=C(C(=O)CCC2)C12C(=O)Nc1ccccc12 (centres undefined),-1,3,3,3,0,5,2,7,-2
O=c1c2ccccc2[nH]c(=S)n1-c1cccnc1,-4,0,x,-4,x,6,1,x,-8
O=C(O)Cn1cc(C(=O)c2ccccc2)c2ccccc21,-1,4,-4,-4,2,-4,-1,7,2
O=C1OCc2cc(N=Nc3c(O)[nH]c(=O)[nH]c3=O)ccc21,0,11,4,-3,4,2,0,-2,-4
Cc1c(C(=O)c2ccccc2)c2ccccc2n1C,1,0,-2,-1,7,2,-3,6,0
COc1ccc(OCC#CCN2CCCCCC2)cc1,-1,7,6,8,21,6,4,4,-1
O=c1[nH]c(=S)n(C2CC2)c(O)c1C=NCC1CCCO1 (centres undefined),-3,6,-1,7,6,-1,0,3,-3
C[C@]12CCC3C(CC[C@H]4C[C@H](O)CC[C@]34C)C1[C@@H](O)[C@@H](O)[C@@H]2O (some centres undefined),-4,-1,0,x,7,x,x,4,x
COCCNCCOc1ccc(C(C)(C)c2ccccc2)cc1,-7,16,-3,-8,16,3,-1,2,-5
O=c1c2ccccc2nc(-c2ccc(-c3ccccc3)cc2)n1-c1ccncc1,-4,1,0,1,5,-4,-4,4,-1
CCCCC(=O)N/N=C/c1c(O)n(C2CC2)c(=S)[nH]c1=O,-1,6,1,5,-1,10,-5,9,-7
CCN1c2nc3ccccn3c(=O)c2CC2(C(=O)N(C)C(=O)N(C)C2=O)C1C (centres undefined),-3,5,5,-1,3,-4,0,-3,-7
CC(=NCCN1CCOCC1)c1c(O)n(Cc2ccccc2)c(=O)[nH]c1=O,0,-1,1,-2,0,-2,-2,5,5
Cc1ccccc1-n1c(O)c(/C=N/N2CCOCC2)c(=O)[nH]c1=S,-1,2,-4,-9,-12,-6,-5,0,-7
COc1ccc(S(=O)(=O)NC(CC(=O)N2CCC3(CC2)OCCO3)c2ccco2)cc1 (centres undefined),-4,3,0,3,6,0,0,16,-1
CN(C)C(=O)Oc1cccc(-c2cn3cc(Cl)ccc3n2)c1,3,-3,-7,-3,-2,-2,1,-2,-4
CCc1nc(N2CCNCC2)c(C#N)c2c1CSC(C)(C)C2,1,1,2,-4,12,5,-2,-4,3
Cc1cc(NC(=O)COC(=O)c2c(C)nn(Cc3ccccc3)c2C)no1,-4,-3,4,2,3,4,-2,-6,-1
O=C(/C=C/c1ccccc1)NC(=S)N1C[C@H]2C[C@H](C1)c1cccc(=O)n1C2,5,3,-1,5,-2,1,2,9,-2
Brc1ccc2[nH]cc(/C=N/N3CCCCC3)c2c1,-6,-1,3,2,5,4,-4,-2,-3
COc1ccc(N=C(C)c2c(O)n(C3CCCCC3)c(=O)[nH]c2=O)c(OC)c1,-3,4,-4,3,-4,-1,1,11,5
CCCCn1c(=O)c(C(=O)NCc2ccc(Cl)cc2)c(O)c2ccccc21,1,6,8,1,4,4,1,4,-1
CCCCCCCCC(=O)NCc1ccc(O)c(OC)c1,3,17,6,3,-1,3,3,-2,-4
COc1ccccc1N1C(=O)NC(=O)C(CCc2ccncc2)(CCc2ccncc2)C1=O,9,1,2,-6,-1,5,2,3,1
O=C(Nc1ccc(Cl)cc1)O/N=C(\c1ccccc1)c1ccccn1,1,2,-2,1,-2,12,-1,0,-1
Cc1ccccc1NC(=O)NCCN1CC1,-1,3,-5,-4,-2,-4,-5,4,-5
O=C(c1ccccc1)C1CCCN(Cc2nc(-c3cnccn3)no2)C1 (centres undefined),4,-1,3,-7,1,10,-1,6,-4
O=c1[nH]c(=O)n(C2CCCCC2)c(O)c1C=Nc1ccc(N2CCOCC2)cc1,-2,3,0,3,4,-6,2,9,8
COc1ccc(N2CCN(Cc3nc4ccccc4[nH]3)CC2)cc1,-1,4,-3,-1,-6,6,-4,5,-2
CCCCn1c(O)c(C=Nc2c(C)n(C)n(-c3ccccc3)c2=O)c(=O)[nH]c1=O,-5,4,3,-7,-2,2,-1,3,-3
CC(C)C(=O)Nc1ccc(N2CCN(C)CC2)c(F)c1,-2,1,-3,2,-1,2,1,-4,1
CCN1CCC2(CC1)NC(CO)(CO)CO2,-3,-2,0,-5,5,18,0,3,-12
Clc1ccc(COC(Cn2ccnc2)c2ccc(Cl)cc2Cl)c(Cl)c1 (centres undefined),0&1,6&4,-10&3,-3,-4&0,2,-2,11&7,8
CCC1C2Cn3c(nc4ccccc43)C1N(C)O2 (centres undefined),2,6,6,1,7,6,1,1,0
O=C1c2ccccc2C(=O)N1Cc1nc2ccccc2c(=O)n1-c1ccccn1,-3,4,1,5,5,6,-1,4,1
# Next records follow.
SMILES,PAD4 inh,pPAFAH FP inh,PAFAH2 FP inh,LYPLA2 counter,PAFAH1B2 inh,GSTO1 counter,LYPLA1 counter,PAFAH1B3 FP inh,PME-1 primary
CCOc1cc(C=C2C(=O)NC(=O)NC2=O)cc([N+](=O)[O-])c1O,-4,1,x,-5,x,-1,-3,x,0
Cn1c(O)c(C=Nc2ccccc2)c(=O)n(C)c1=O,-4,0,-1,-7,3,2,-3,-1,-3
O=c1[nH]c(=O)n(C2CCCCCC2)c(O)c1C=NCc1cccnc1,-3,-5,-6,3,2,-7,-2,4,5
O=c1c(C=NCc2cccs2)c(O)n(C2CCCCC2)c(=O)n1C1CCCCC1,-1,2,-3,-3,0,-7,2,-5,-4
CC(N)Cc1c[nH]c2ccc(OCc3cccs3)cc12 (centres undefined),1,-2,-3,7,-3,5,4,3,0
CCN(CC)c1ccc(CNCCc2ccccc2F)cc1,-3,0,6,3,-1,6,2,9,1
CCOC(=O)C1=C(C)OC(N)=C(C(=O)OC)C12C(=O)Nc1ccc(Br)cc12 (centres undefined),-9,-6,-1,-2,3,2,3,8,3
COc1ccc(CCNCc2ccsc2)cc1OC,1,-2,6,-6,2,-5,4,10,-13
CCc1ccc(-n2c(O)c(C(C)=O)c(=O)[nH]c2=O)cc1 (tested in a mixture with another compound),1,4,-4,2,-2,-3,-3,1,-1
COC(=O)C1=C(c2ccc(-c3ccccc3)c(F)c2)C[C@@H]2CC[C@H]1N2C(=O)NCCOc1ccccc1,0,8,1,-3,-1,x,-3,7,-6
CCc1ccc(NC(=O)CN2CC(c3ccccc3)CC2=O)cc1 (centres undefined),0,4,-2,8,1,0,-1,7,1
COC(=O)C1=C(c2cc3ccccc3o2)C[C@@H]2CC[C@H]1N2C,5,4,5,3,7,x,3,7,5
COC(=O)C1=C(c2ccc(Cl)c(C(F)(F)F)c2)C[C@@H]2CC[C@H]1N2C(=O)NC1CCCCC1,-4,-5,-11,11,-12,x,-1,4,-6
O=C1NC(=O)N(c2ccccc2)C(=O)/C1=C\c1ccc([N+](=O)[O-])o1,-8,19,x,-7,x,24,-3,x,-13
CCCCn1c(=O)c(C(=O)Nc2nnc(C(C)C)s2)c(O)c2ccccc21,-1,4,x,-7,x,-1,-3,x,-4
Cn1c(O)c(C=NCCN2CCOCC2)c(=O)n(C)c1=S,-2,-3,4,7,5,7,5,6,3
N#Cc1c(Cl)nc(Cl)c2c1CCN(Cc1ccccc1)C2,-3,7,8,9,4,10,0,-2,1
O=P(Nc1ccccc1)(Nc1ccccc1)Oc1cccc(Cl)c1,-3,-9,-2,-4,-1,-6,0,-3,-3
O=C(C(=O)N1CCC2(CC1)OCCO2)c1c[nH]c2ccccc12,-2,12,4,1,3,2,1,5,3
CC(=NCCC1=CCCCC1)c1c(O)n(C)c(=O)n(C)c1=O,0,3,2,-4,3,0,-4,-4,4
Cc1cccc(N2C(=O)NC(=O)/C(=C\C=C\c3ccco3)C2=O)c1,-7,16,18,5,12,-2,-2,-2,-8
O=C(Cc1ccccc1)N1CCN(CC2CC3C=CC2C3)CC1 (centres undefined),0,8,4,8,4,-6,2,-3,0
O=C(COc1ccccc1)N1CCN(CC2CC3C=CC2C3)CC1 (centres undefined),3,7,0,-3,7,-9,-1,3,-11
CN1CCN(C(=O)COc2ccc(S(=O)(=O)NCc3ccccc3)cc2Cl)CC1,-4,7,8,0,0,-4,-3,-6,5

# An excerpt; rates above refer to the full screens.
